KB-3-1 cytotox = KB-3-1 parental cell cytotoxicity; KB-3-1 viability, CellTiter-Glo ATP luminescence, 72 h; Potency, µM (highest dose often 46.1 µM), inactives show top-dose activity change, negative = cytotoxic, usual class: cytotoxic; actives 1.4% (n = 400,000); AID 1347075; note: potency is the fitted concentration of half-maximal effect; % is set by controls: 0 for no effect and ±100 for the full control effect; nearly all actives have a fitted effect of over 60% in size
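KB-3-1 cells, DMEM (no phenol red) + 10% FBS; compound by pin transfer, 72 h, 37 °C. Readout: CellTiter-Glo luminescence after 10 min. Data normalized, curve-fitted.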
KB-V1 cytotox = kills drug-selected multidrug resistant KB-V1 cells. KB-V1 MDR cells viability, CellTiter-Glo, 72 h. Potency, µM (top dose mostly 46.1 µM), without a hit: at the top dose activity change, negative = cytotoxicity, usual class: cytotoxic. actives 3.4% (n = 400,000); note: potency is the fitted concentration of half-maximal effect; % is set by controls: 0 for no effect and ±100 for the full control effect; nearly all actives have a fitted effect of over 60% in size
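Drug-selected KB-V1 cells, grown in DMEM lacking phenol red with 10% FBS, receive compound titrations; after three days at 37 degrees C, surviving cell ATP is quantified by CellTiter-Glo luminescence and responses normalized and curve-fitted.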
HT1080-NT tox = kills 2HG-producing HT-1080-NT fibrosarcoma cells; HT-1080-NT fibrosarcoma viability, CellTiter-Glo ATP luminescence, 48 h; Potency, µM (titrated, usually from 46.1 µM), without a hit: at the highest dose activity, negative = less viability, actives largely listed as cytotoxic; actives 1.6% (n = 360,000); AID 686970;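 note: NT is the 2HG producing partner of a matched IDH1 knockdown line; potency is the fitted concentration of half-maximal effect; 0% = DMSO-treated cells and -100% = media-only wells without cells; nearly all actives have a fitted effect of over 55% in size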
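Fibrosarcoma NT cells, 750 per well in 5% FBS RPMI, were exposed to compound for 48 hours. Viability: CellTiter-Glo luminescence.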
HT1080 IDH1KD tx = HT-1080 IDH1 knockdown cell toxicity (counter line) | AID 686971 | actives 2% (n = 360,000) | Potency, µM (highest dose often 46.1 µM), without a hit: at the highest dose activity, negative = toxicity, actives largely listed as cytotoxic | HT-1080 IDH1 knockdown viability, ATP luminescence, 48 h;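 note: potency is the fitted concentration of half-maximal effect; 0% = DMSO wells and -100% = cell-free medium wells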
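Luminescent ATP read-out (CellTiter-Glo, 10 min at room temperature) after 48 h compound exposure at 37 °C gave viability of IDH1-knockdown HT-1080 cells. Activity was normalised to DMSO and cell-free wells, then fitted as concentration-response curves.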
SW480 rereplic = inducers of DNA re-replication in SW480 colon cancer cells; SW480 DNA re-replication, Hoechst DNA content imaging, 48 h; Potency, µM (titrated, usually from 46.1 µM), for inactives: top-dose re-replication activation, usual class: activators; actives 1.8% (n = 340,000); note: potency is the fitted concentration of half-maximal effect; % of control where 0% means no effect; nearly all actives have a fitted effect of over 55% in size
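250 cells/well; 23 nL cpd via pin tool; 48 hr, 37 C, 5% CO2; Hoechst 40 min; imager read of total nuclear intensity, ex 405/em 500-530 nm.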
IL1B secr inh = inhibitors of inflammasome signaling (IL-1 beta secretion). THP-1 LPS/ATP IL-1B secretion, AlphaLISA, 16 h; hits give low values. activity change, % at 57.5 µM. actives 4.7% (n = 360,000). AID 743279; in the data active = activity change below about -50%; inconclusive = mostly about -30% to -49%; note: % is set by controls: 0 for no effect and ±100 for the full control effect
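Secreted IL-1B measured by AlphaLISA bead assay after 16 h compound exposure of THP-1 cells; compounds (final up to 57.5 uM) added 1 h before LPS (250 ng/mL) and ATP (1.25 mM) stimulation; lower signal means less secretion.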
GLP-1R agonist = agonists of human GLP-1 receptor | AID 624172 | HEK293 GLP-1R CRE-luciferase, luminescence, 4-6 h; cells express a hypersensitive GLP-1R form | actives 0.007% (n = 380,000) | Potency, µM (highest dose often 45.6 µM), for the others: top-dose activation, most hits filed as activators | P43220; note: potency is the fitted concentration of half-maximal effect; % of control where 0% means no effect
Target sequence (P43220 whole entry, looked up): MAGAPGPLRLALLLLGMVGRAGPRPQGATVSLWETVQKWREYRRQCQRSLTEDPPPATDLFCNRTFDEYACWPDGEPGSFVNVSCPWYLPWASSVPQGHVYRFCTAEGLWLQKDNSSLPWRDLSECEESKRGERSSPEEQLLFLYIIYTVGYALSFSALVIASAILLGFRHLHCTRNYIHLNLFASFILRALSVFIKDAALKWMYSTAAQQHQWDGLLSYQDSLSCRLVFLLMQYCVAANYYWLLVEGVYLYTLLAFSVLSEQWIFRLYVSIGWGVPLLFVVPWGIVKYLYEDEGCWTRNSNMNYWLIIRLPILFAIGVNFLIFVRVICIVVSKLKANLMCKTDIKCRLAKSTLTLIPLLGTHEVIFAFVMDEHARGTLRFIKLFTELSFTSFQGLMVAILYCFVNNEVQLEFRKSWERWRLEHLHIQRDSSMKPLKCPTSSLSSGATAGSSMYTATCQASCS
D3 antag = antagonists of human D3 dopamine receptor | P35462 | actives 2.5% (n = 360,000) | max response, negative = inhibition, % | D3R cells, DiscoveRx beta-arrestin luminescence, antagonist mode; hits give low values | AID 652054; in the data active = max response below about -50%; inconclusive = no clear call, values can overlap the other calls; note: % is set by controls: 0 for no effect and ±100 for the full control effect; mostly tested at two doses, the higher about 12 µM
Target sequence (P35462 whole entry, looked up): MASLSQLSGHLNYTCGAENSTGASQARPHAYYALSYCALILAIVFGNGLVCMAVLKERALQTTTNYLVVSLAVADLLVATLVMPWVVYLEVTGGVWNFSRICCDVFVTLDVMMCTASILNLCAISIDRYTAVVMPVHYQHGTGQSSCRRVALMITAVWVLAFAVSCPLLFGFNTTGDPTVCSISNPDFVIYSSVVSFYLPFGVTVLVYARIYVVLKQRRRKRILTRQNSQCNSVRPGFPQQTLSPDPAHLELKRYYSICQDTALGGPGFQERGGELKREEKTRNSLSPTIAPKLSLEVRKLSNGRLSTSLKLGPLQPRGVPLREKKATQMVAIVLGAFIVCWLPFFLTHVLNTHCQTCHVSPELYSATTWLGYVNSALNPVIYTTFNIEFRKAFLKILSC
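Cells expressing the human receptor were seeded at 1500 cells/well, incubated overnight at 37 degrees C in 5% CO2, then exposed to library compounds with dopamine controls for 90 minutes at 37 degrees C before luminescent detection.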
DRD3 agonist = D3 dopamine receptor (human) agonism | P35462 | D3R DiscoveRx beta-arrestin cells, luminescence, 90 min | actives 0.58% (n = 410,000) | AID 652048 | max activation, %; in the data active = max activation above about 30%; note: 0% is about no effect; mostly tested at two doses, the higher about 12 µM
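Agonist-mode cell screen: cells plated at 1500/well and incubated overnight at 37 °C, then exposed to library compounds for 90 min at 37 °C. Detection reagent was added for 30–60 min at room temperature, and luminescence was read.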
* hit, by the source's call; i = inactive; u = inconclusive; x = not tested or not shown; [ ] = remark or other dose. Unless noted, calls come from the whole dose curve; as a rule, active = well fitted curve in the direction sought with a large enough effect; inconclusive = small, poorly fitted or top-dose-only effect, or another doubt; inactive = no such curve, though single readings can be large; an effect the other way counts as inactive or inconclusive.

Values run as follows: HT1080-NT tox, KB-3-1 cytotox, SW480 rereplic, GLP-1R agonist, IL1B secr inh, KB-V1 cytotox, DRD3 agonist, D3 antag, HT1080 IDH1KD tx
CCCC(C(=O)NC1CCCC1)N(CC1CCCO1)C(=O)CNS(=O)(=O)c1ccc(F)cc1 (configuration not stated)
 : 4%, 12%, -10%, 5%, -3, -26%, 4, 4, 3%
Cc1cc(Cl)ccc1Oc1ncnc2onc(C)c12
 : 5%, 1%, 8%, 10%, -5, -1%, -1, -5, -1%
COc1ccccc1COC(=O)c1ccc(S(=O)(=O)N2CCOCC2)cc1
 : 9%, 7%, 3%, 6%, 5, 21%, 2, -2, -2%
Cc1cc(C)n(CC(=O)NC2CCCCC2C)c(=O)c1C#N (configuration not stated)
 : 8%, -3%, -25%, 3%, -13, -4%, -7, -7, 10%
COc1cc(CN2CCCCCC2)c([N+](=O)[O-])cc1OC
 : 2%, -3%, -7%, 0%, -4, 10%, -1, 7, 2%
COc1ccc(NC(=O)CCC(=O)Nc2nnc(C3CCCCC3)s2)cc1
 : 26%, 0%, 1%, 2%, 3, 1%, 2, 9, 22%
C/C(=N\NC(=O)COc1ccc(C(C)(C)C)cc1)c1ccc2c(c1)OCCO2
 : 5%, -12%, -7%, 21%, 12, u, 13, 4, 19%
O=C(c1ccco1)N1CCN(c2nc3ccccc3c(=O)n2-c2ccccc2)CC1
 : -3%, -10%, 5%, 0%, 0, -22%, -2, 19, -15%
COc1ccc(N2CCN(C(c3cccs3)C(C)NS(=O)(=O)c3ccccc3)CC2)cc1 (configuration not stated)
 : 4%, 21µM*, -4%, -4%, -4, u, 6, 1, -10%
CC1(C(=O)NCc2ccccc2)CCC(=O)N1C1CCN(Cc2ccccc2)CC1 (configuration not stated)
 : 10%, 17%, x, 8%, 17, -8%, 0, -24, -2%
O=C(O)c1ccc2c(c1)ncn2C1CCCCC1
 : 10%, -6%, -4%, -6%, -9, -7%, 1, 8, u
O=C(COC(=O)c1ccc(NS(=O)(=O)c2cccs2)cc1O)Nc1ccc(F)cc1
 : -29%, 4%, 1%, 7%, -13, 16%, -10, -10, -27%
O=C(COC(=O)c1cccc2ccccc12)Nc1ncc(C(F)(F)F)cc1Cl
 : -6%, 4%, -7%, -9%, 20, 21%, -6, 7, 1%
COc1ccc(C2C3=C(OC(C)=O)c4ccccc4C3=Nc3c2c(=O)n(C)c(=O)n3C)cc1 (configuration not stated)
 : 4%, -20%, 2%, -8%, 13, u, -6, 21, 10%
CC[N+](CC)(CC)CCCCOc1ccc2c(c1)C(=O)c1cc(OCCCC[N+](CC)(CC)CC)ccc1-2
 : -2%, -7%, u, -4%, 3, 14%, -3, 10, -8%
COc1ccc(C(=O)OCc2cc3cccc(C)c3[nH]c2=O)cc1
 : 10%, 1%, -6%, -1%, 4, 7%, 5, 7, 21%
O/N=C1\CCCc2ccccc21
 : 1%, 9%, -72%[inhibitor], 7%, 28, 13%, 2, 4, 3%
CCN1CCN(Cc2ccc(NC(=O)c3ccc(C)c(NC(=O)c4nccnc4N)c3)cc2C(F)(F)F)CC1
 : u, 0%, -8%, 0%, -93*, -1%, -10, 10, u
CC(C)CSc1nc2c(c(=O)[nH]c(=O)n2C)n1CCc1ccccc1
 : 2%, -3%, 1%, 25%, 49, u, 1, 0, 9%
O=C(NCCCN1CCN(C2CCCCC2)CC1)Nc1ccccc1C(F)(F)F
 : 2%, 0%, -1%, -2%, 3, -7%, -14, -14, 8%
O=C(COc1ccccc1)NC(Cc1c[nH]c2ccccc12)C(=O)O (configuration not stated)
 : -4%, 1%, 0%, -12%, 22, u, 2, 7, -15%
CCOc1nc(-c2ccccc2)ccc1-c1noc(-c2cccs2)n1
 : 4%, 1%, -5%, -3%, 43, -18%, 24, 15, 3%
Cc1nn(C)c(C)c1NC(=O)CCCSc1nc(-c2ccco2)cc(C(F)(F)F)n1
 : -3%, 1%, -4%, 10%, u, -7%, 6, 10, -11%
COC(=O)c1c(C)oc2c1cc(NS(=O)(=O)c1cccs1)c1ccccc12
 : u, -14%, 16%, 3%, -3, u, -8, -7, u
COc1ccc(CCNC(=O)c2cc(S(=O)(=O)N3CCCC3)cn2C)cc1OC
 : 0%, 3%, -3%, 2%, 0, -8%, -5, -7, 7%
O=C(COC(=O)CNC(=O)c1ccc(F)cc1)NC1CCCc2ccccc21 (configuration not stated)
 : 1%, 0%, 4%, -5%, -1, 6%, 6, -6, 9%
CCOc1ccc(N(CC(=O)Nc2ccc(OC)cc2OC)S(=O)(=O)c2c(C)[nH]c(=O)[nH]c2=O)cc1
 : 3%, 5%, -2%, -8%, -12, 21%, -4, -18, 1%
COc1cc(NS(=O)(=O)c2ccc(NC(=S)Nc3ccccc3)cc2)nc(OC)n1
 : 11%, 6%, -2%, -6%, 14, 1%, 8, 6, 14%
Cc1ccccc1C(=O)c1ccccc1C(=O)c1ccccc1
 : -1%, -3%, 0%, -1%, -1, -13%, -6, -14, 2%
CCn1c(SCC(=O)Nc2oc(-c3ccccc3)c(-c3ccccc3)c2C#N)nnc1-c1cc(OC)cc(OC)c1
 : -8%, -5%, 7%, 0%, 0, -6%, 13, 20, u

Values run as follows: HT1080-NT tox, KB-3-1 cytotox, SW480 rereplic, GLP-1R agonist, IL1B secr inh, KB-V1 cytotox, DRD3 agonist, D3 antag, HT1080 IDH1KD tx
Cc1ccccc1N(C(=O)c1snc(C(N)=O)c1N)C(C(=O)NCC1CCCO1)c1ccc(N(C)C)cc1 (configuration not stated)
 : -14%, -10%, 1%, 19%, -9, 7%, 27, 30, -11%
COc1ccc(C#Cc2c(-c3ccsc3)oc3ccc(-c4cc(OC)c(OC)c(OC)c4)cc23)cc1
 : -2%, -9%, -12%, -4%, 19, 0%, -23, 0, -2%
CCCCCCSc1ccc(-c2nc3ccc(Cl)cn3c2NC2CCCCC2)cc1
 : 19%, -8%, 12%, 6%, -2, -18%, -4, 23, 11%
O=C(Nc1ccccc1)Nc1cccc(Cl)c1
 : u, -20%, -1%, 2%, u, 0%, -19, -8, u
Cc1cc(C)cc(NC(=S)Nc2ccccn2)c1
 : 2%, -6%, 11%, -1%, i, u, -1, 7, 2%
O=C(NC1CCCC1)C(c1c(F)cccc1Cl)N(C(=O)c1csnn1)C1CC1 (configuration not stated)
 : 22%, 6%, -11%, 9%, -6, -3%, 11, 20, 9%
Cc1ccc(C(=O)Nc2cccc3ncccc23)cc1[N+](=O)[O-]
 : 12%, -21%, -33%, 10%, -21, -10%, 4, 10, 10%
CCNC(=O)C1(C)CCN(C(=O)c2ccc(C(=O)OC)cc2)C1 (configuration not stated)
 : 17%, 0%, x, -5%, 30, 4%, 9, 0, 20%
O=C(Nc1ccccc1F)n1ncc2cc(Cl)ccc21
 : -2%, 0%, -2%, 3%, -8, -20%, -10, -17, -4%
COc1ccc(OC)c(N(CCN2C(=O)c3ccccc3C2=O)C(=O)CCl)c1
 : u, u, x, 11%, -104*, u, 1, 13, 16µM*
COc1ccc(-n2nnc3c(=O)n(C/C=C/c4ccccc4)cnc32)cc1
 : 1%, -4%, -9%, -13%, 2, -11%, 7, 16, -6%
COC(=O)c1ccc(NC(=O)c2ccc3c(c2)C(=O)N(C)C3=O)cc1
 : 17%, 10%, -5%, 0%, 7, u, 7, 9, 8%
CC(O)c1c(-c2ccccc2)nn(C)c1Cl (configuration not stated)
 : 8%, 12%, -11%, 8%, 0, 9%, 9, -4, 11%
O=C1C2CC3N1CCC31c3ccccc3-n3c1c2ccc3=O (configuration not stated)
 : 2%, 0%, -1%, -10%, 11, -21%, 5, 4, 8%
Cn1nccc1C(=O)N1CCc2ccccc21
 : -6%, 8%, -2%, -3%, -15, 21%, -2, -8, -2%
COc1ccc(C(O)c2nc(/C=C/c3ccc(C(F)(F)F)cc3)cs2)cc1 (configuration not stated)
 : -5%, -3%, x, 3%, 7, u, -4, -15, -1%
CCC(C(=O)NC1CCCC1)N(C(=O)Cn1nnc(-c2ccc(C)o2)n1)C(C)(C)C (configuration not stated)
 : -3%, 3%, 7%, -6%, -4, 1.2µM*, -9, 19, -18%
COc1ccc(-c2cc(C(=O)NNC(=S)NC(=O)c3c(-c4ccccc4)noc3C)[nH]n2)cc1
 : -15%, u, u, 5%, 4, u, 3, -10, -22%

Quoted from the listing for reference:
Values run as follows: HT1080-NT tox, KB-3-1 cytotox, SW480 rereplic, GLP-1R agonist, IL1B secr inh, KB-V1 cytotox, DRD3 agonist, D3 antag, HT1080 IDH1KD tx
COc1ccc(-n2nnc3c(=O)n(C/C=C/c4ccccc4)cnc32)cc1
 : 1%, -4%, -9%, -13%, 2, -11%, 7, 16, -6%
COC(=O)c1ccc(NC(=O)c2ccc3c(c2)C(=O)N(C)C3=O)cc1
 : 17%, 10%, -5%, 0%, 7, u, 7, 9, 8%
CC(O)c1c(-c2ccccc2)nn(C)c1Cl (configuration not stated)
 : 8%, 12%, -11%, 8%, 0, 9%, 9, -4, 11%
O=C1C2CC3N1CCC31c3ccccc3-n3c1c2ccc3=O (configuration not stated)
 : 2%, 0%, -1%, -10%, 11, -21%, 5, 4, 8%
Cn1nccc1C(=O)N1CCc2ccccc21
 : -6%, 8%, -2%, -3%, -15, 21%, -2, -8, -2%
COc1ccc(C(O)c2nc(/C=C/c3ccc(C(F)(F)F)cc3)cs2)cc1 (configuration not stated)
 : -5%, -3%, x, 3%, 7, u, -4, -15, -1%
CCC(C(=O)NC1CCCC1)N(C(=O)Cn1nnc(-c2ccc(C)o2)n1)C(C)(C)C (configuration not stated)
 : -3%, 3%, 7%, -6%, -4, 1.2µM*, -9, 19, -18%
COc1ccc(-c2cc(C(=O)NNC(=S)NC(=O)c3c(-c4ccccc4)noc3C)[nH]n2)cc1
 : -15%, u, u, 5%, 4, u, 3, -10, -22%

From PubChem BioAssay
